Compound activity as filed in PubChem.
UHRF1 binding: human UHRF1 methylated DNA binding inhibitors | 370,000 tested, 0.75% active | UHRF1 binding to methylated oligo, TR-FRET | AID 687016 | inhibition, % at 4.4 µM | Q96T88; in the data active = inhibition above about 21%;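 also: UHRF1 SRA domain binding a hemimethylated CpG hairpin DNA probe; 0% = median of test compound wells and 100% = reference inhibitor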
MBD2 DNA inh: inhibitors of human MBD2 binding to methylated oligonucleotide | inhibition, % at 4.4 µM | TR-FRET | AID 686964 | 370,000 tested, 0.31% active; in the data active = inhibition above about 13%
ABHD4 inh: inhibitors of mouse ABHD4 | Q8VD66 | purified mABHD4, FP-Rh probe fluorescence polarization | inhibition, % at 8.92 µM | 370,000 tested, 0.54% active;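 active = inhibition exceeding the mean over every tested compound plus 3 SD, cut at about 30% in these data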;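 also: 0% = plate median of compound wells and 100% = S159A mutant with DMSO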
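System: mouse ABHD4 enzyme, wild type / Medium: HEPES pH 7.0, NaCl, Pluronic buffer / Reagent: FP-Rh activity-based fluorescent probe / Control set: S159A mutant high control, sample median low control / Detection: fluorescence polarization with parallel and perpendicular emission, 525/598 nm / Schedule: 45 min + 60 min at 25 °C / Compound dosing: 8.92 µM, single dose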
SIAE inh: inhibitors of human sialic acid acetylesterase SIAE; SIAE FP-Rh probe binding, fluorescence polarization; 370,000 tested, 0.69% active; inhibition, % at 9.66 µM; AID 1053197; Q9HAT2;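 active = inhibition above a cutoff: mean of compounds within the control limits plus 3 SD of those, cut at about 17% in these data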;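 also: 0% = plate median of compound wells and 100% = probe without SIAE protein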
HTRA1 inhibitor: blocks human HTRA1 serine peptidase. Q92743. AID 504803. recombinant HTRA1, FP-rhodamine activity-based probe, fluorescence polarization. inhibition, % at 5.96 µM. 340,000 tested, 0.5% active; in the data active = inhibition above about 36%;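 also: 0% = enzyme with DMSO and 100% = wells lacking enzyme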
TCR-CD3 inh: human TCR-CD3 binding inhibition; TAMRA-labeled TCR probe fluorescence, biochemical; inhibition, % at 9.4 µM; 360,000 tested, 0.37% active; AID 651800; in the data active = inhibition above about 19%;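 also: recombinant mutant TCR 2C K166C tagged with TAMRA read by polarization; 0% = receptor in buffer alone and 100% = receptor with positive control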
PRMT1 FP inh: PRMT1 (human) inhibition, primary screen | recombinant PRMT1, activity-based probe fluorescence polarization | inhibition, % at 2.79 µM | 370,000 tested, 1.3% active | AID 652257;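 active = inhibition above about 21% made by adding two undisclosed values, limit read from the data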
GC-A act: GC-A (human) enzyme activation. P16066. HEK293 GC-A cells, cGMP TR-FRET, EC30 ANP; 0% at EC30 ANP, 100% saturating ANP. activation, % at 10 µM. 370,000 tested, 0.14% active; in the data active = activation above about 40%
rCAG RNA binder: r(CAG) repeat RNA binding | TO-PRO-1 dye displacement fluorescence | inhibition, % at 3 µM | 370,000 tested, 1.3% active | AID 651821;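 active = inhibition above the plate cutoff, the mean of all test compounds on that plate plus 3 SD, cut at about 35% in these data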;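 also: 0% = DMSO alone and 100% = 100 µM mitoxantrone as full dye displacement; higher means more dye released from RNA so lower well fluorescence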
NPR2 activator: GC-B (human) receptor activation | HEK293-GC-B cells, CNP EC30, cGMP TR-FRET; 0% at EC30 CNP, 100% saturating CNP | activation, % at 10 µM | 370,000 tested, 0.11% active;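 active = activation at 10 µM reaching about 35% in either raw or pattern-adjusted values, limit read from the data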
Target sequence (P20594 whole entry, looked up): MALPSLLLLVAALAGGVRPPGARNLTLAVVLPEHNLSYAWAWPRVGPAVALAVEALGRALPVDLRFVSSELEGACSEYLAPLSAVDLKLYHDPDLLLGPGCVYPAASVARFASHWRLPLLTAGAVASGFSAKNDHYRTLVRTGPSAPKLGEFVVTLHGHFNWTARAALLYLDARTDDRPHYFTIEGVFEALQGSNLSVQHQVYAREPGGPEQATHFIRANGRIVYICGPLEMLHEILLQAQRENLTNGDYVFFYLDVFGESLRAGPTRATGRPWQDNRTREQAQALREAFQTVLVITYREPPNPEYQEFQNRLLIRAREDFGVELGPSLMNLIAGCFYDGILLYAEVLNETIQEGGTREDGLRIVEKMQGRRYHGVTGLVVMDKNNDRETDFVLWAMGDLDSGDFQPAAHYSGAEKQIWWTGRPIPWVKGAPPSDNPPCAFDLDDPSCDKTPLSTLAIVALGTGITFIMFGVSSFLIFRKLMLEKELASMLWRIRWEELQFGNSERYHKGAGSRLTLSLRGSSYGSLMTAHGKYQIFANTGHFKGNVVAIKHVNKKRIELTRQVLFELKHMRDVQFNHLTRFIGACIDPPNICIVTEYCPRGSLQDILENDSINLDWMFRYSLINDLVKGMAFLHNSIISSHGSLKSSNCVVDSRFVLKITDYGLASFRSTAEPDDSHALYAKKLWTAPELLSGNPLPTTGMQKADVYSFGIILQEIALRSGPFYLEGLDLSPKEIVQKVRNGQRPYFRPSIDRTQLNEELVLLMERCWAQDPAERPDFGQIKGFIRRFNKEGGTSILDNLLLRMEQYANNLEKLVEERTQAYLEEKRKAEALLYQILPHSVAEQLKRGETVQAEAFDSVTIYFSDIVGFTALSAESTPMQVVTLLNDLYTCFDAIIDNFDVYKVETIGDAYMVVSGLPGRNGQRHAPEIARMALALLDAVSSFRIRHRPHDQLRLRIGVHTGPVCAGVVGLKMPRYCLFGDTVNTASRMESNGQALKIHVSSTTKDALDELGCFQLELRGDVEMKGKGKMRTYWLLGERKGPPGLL
Active calls of the source: *; x = no result given. An excerpt; count on the stated rates, not on these rows.

SMILES	UHRF1 binding	MBD2 DNA inh	ABHD4 inh	SIAE inh	HTRA1 inhibitor	TCR-CD3 inh	PRMT1 FP inh	GC-A act	rCAG RNA binder	NPR2 activator
OCc1ccccc1OCc1ccccc1	1	1	5	-10	x	0	0	-1	2	3
O=C(c1ccco1)N1CCN(C(=O)c2[nH]c(C(F)(F)F)nc2-c2ccccc2)CC1	10	-5	6	-2	x	11	0	2	3	4
COC(=O)c1cn(-c2ccccc2)nc1C(=O)OC	2	3	-2	9	0	-3	-1	5	-1	4
CC12CCC(=O)N1C(C(=O)NCCc1ccc(S(N)(=O)=O)cc1)CS2 (stereo not given)	3	1	-4	-5	1	-5	3	3	-1	-2
O=C(C1CCN(S(=O)(=O)c2cnc[nH]2)CC1)N1CCN(c2ncccn2)CC1	2	5	4	1	1	-5	1	5	-2	13
O=C(CNC(=O)c1ccco1)NNC(=O)c1cccc(Cl)c1	1	1	-2	1	12	-2	-1	0	2	0
CCOC(=O)c1c(/N=C/c2ccc(C)cc2O)sc2c1CCC2	0	-4	5	2	0	-3	10	4	-2	1
O=C(Nc1ccccc1)c1ccc(NCCc2ccccc2)c([N+](=O)[O-])c1	0	-1	-2	1	-12	3	-2	-3	3	0
O=C(c1cc(Br)ccc1Cl)N1CCN(c2ccccn2)CC1	1	7	0	-5	-4	3	-5	-2	-4	3
CCOc1ccc(NC(=O)C2CC(=O)N(c3ccccc3F)C2)cc1 (stereo not given)	0	0	5	9	3	1	-1	0	1	-3
COc1cccc(NC(=O)CSc2cccc[n+]2[O-])c1	2	1	3	-10	6	4	-1	2	4	3
CCCCCCCCN1C(=O)[C@H](CC(=O)NCc2ccccc2)C[C@@]2(C(=O)OC)CC(C)(C)CC=C12	-3	0	-8	1	x	-2	2	-3	4	5
CC12CCC(C(=O)N3CCCCC3)(CC1=O)C2(C)C (stereo not given)	3	5	6	-3	5	-2	1	3	-2	6
CCc1cc2c3c(c(=O)oc2cc1OCC(=O)OC)CCCC3	3	0	7	2	-8	-6	1	-2	-5	2
CCCS(=O)(=O)N1CCN(S(=O)(=O)c2ccccc2[N+](=O)[O-])CC1	3	-2	1	-2	x	-6	-1	0	0	-1
O/N=C1/CC/C(=N\O)c2nn(-c3ccccc3)nc21	-1	5	4	-2	-2	2	4	0	1	5
Cc1noc(NS(=O)(=O)c2ccc(NC(=O)c3nn(-c4ccc(F)cc4)ccc3=O)cc2)c1C	-1	1	5	-7	2	6	2	4	31	6
O=C1N[C@@H](Cc2ccccc2)C(=O)N2CCCC12 (stereo not given in full)	-2	-2	0	-1	4	4	5	-1	-1	2
CCC(=O)Nc1ccc(NC(=O)CCc2ccccc2)cn1	3	6	-7	3	-3	-6	6	-1	-1	1
COc1ccc(F)cc1CN1CCN(C(=O)CCC(=O)Nc2nnc(C(C)C)s2)CC1	-1	0	3	0	1	5	-1	1	-6	5
Nc1nc(SCC(=O)NCc2ccc3c(c2)OCO3)n[nH]1	0	3	1	0	-6	7	-1	0	3	3
COc1ccc(CNC(=O)Nc2ccc(C)cc2)cc1	-1	3	-4	11	3	5	-2	4	-3	-1
COc1cc(O)cc2occ(-c3ccc(O)cc3)c(=O)c12	2	4	2	1	2	-6	5	-2	7	7
Cc1sc2nc(SCC(=O)c3ccc(O)c(O)c3)n(C)c(=O)c2c1C	12	12	27	-25	x	x	4	-5	49*	-7
COc1cc(Cl)c(C)cc1NC(=O)CCCN1C(=O)CCC1=O	-1	0	1	0	-3	-1	3	0	1	-8
Cc1ccccc1S(=O)(=O)NCC1CCCO1 (stereo not given)	1	1	0	-2	1	-1	-1	2	-2	3
CCOC(=O)c1ccc(-n2cc(C(=O)c3cccnc3)nn2)cc1	1	6	-6	8	1	-4	4	3	-1	-6
COc1cccc(C(=O)Nc2ccc(N(C)C)cc2)c1OC	3	-1	13	7	11	0	6	1	6	1
COCCNC(=O)c1ccc(CN2CCc3ccccc3C2)cc1	2	7	9	-2	4	-1	-2	3	-4	2
COc1ccccc1C(=O)NC(CCSC)C(=O)N1CCN(C(C)=O)CC1 (stereo not given)	0	-4	6	10	3	4	2	-1	-2	-6
COCCN(CC(=O)Nc1cccc(C)c1C)C(=O)c1oc2ccccc2c1C	-1	-3	2	1	-7	7	0	-1	3	3
CCCNc1nc(Cl)nc(NC(C)(C)C)n1	-1	0	-3	2	3	2	-1	1	1	-8
Cc1cc(/C=C(\C#N)C(=O)OCC(=O)N(C)c2c(N)n(Cc3ccccc3)c(=O)[nH]c2=O)c(C)n1CC(C)C	-2	-8	-7	-4	-4	-6	0	2	7	4
CCc1cccc2c(C#N)cn(CCOc3ccccc3OC)c12	0	2	-3	0	-7	4	0	-19	-3	-13
C=C1C(=O)C23C(O)C1CCC2C12COC3(O)C(O)C1C(C)(C)CCC2O (stereo not given)	-1	-7	2	9	x	10	29*	0	-1	-2
COc1ccc([C@H]2CC(=O)C=C(c3ccc(CNC(=O)OC(C)(C)C)cc3)C2)cc1	1	1	-6	-7	-42	7	2	1	-7	0
O=C(c1ccoc1)N1CCCC(N2CCN(c3cccc(Cl)c3)CC2)C1 (stereo not given)	0	0	0	2	1	2	0	2	-2	-1
CCOC(=O)c1ccccc1NC(=O)CN1CCC(n2nnc3cc(C(F)(F)F)ccc32)CC1	0	1	-2	-9	-1	6	-1	-1	0	3
CC(=O)N=c1ncn(CC(COC(C)=O)OC(C)=O)c2nc[nH]c12 (stereo not given)	2	9	0	8	6	-15	-2	0	-2	1
CC(=O)c1ccc(S(=O)(=O)Nc2ccc(-c3cn4c(n3)SCC4)cc2)cc1	-2	1	-5	-10	0	2	4	-3	25	0
CSc1nc(N)n2nc(-c3ccccc3)cc2n1	0	-3	-4	-7	x	-2	-1	5	1	0
CCN=C1NN=C(c2ccc(C)cc2)CS1	-4	-2	-1	2	-24	-1	19	x	9	x
Cc1cn(C2CCCO2)c(=O)nc1N (stereo not given)	1	-6	2	0	8	8	1	0	0	3
O=C(Oc1cccc(C(=S)N2CCOCC2)c1)c1cccc([N+](=O)[O-])c1	3	0	1	-2	-3	-2	8	-1	-4	1
Cn1cnnc1SCC(=O)Nc1sc2c(c1C(N)=O)CCC2	25*	10	26	11	8	2	20	2	26	-4
N#Cc1ccc(OCc2nnc3n2CCCCC3)cc1	-3	1	0	-7	-1	7	-2	2	-1	3
CCOC(=O)c1ccccc1NC(=O)CSc1nnc(C)c(=O)[nH]1	-2	-2	3	-6	5	1	2	0	2	4
Cc1cc(CNC(=O)C2CCC(=O)N(Cc3ccccc3F)C2)on1 (stereo not given)	0	-1	-3	4	8	3	-2	2	-1	2
COc1ccccc1NS(=O)(=O)c1ccc(C)c(C(N)=O)c1	-1	0	9	-3	6	2	3	4	1	5
O=C1NC[C@H](Cc2ccccc2)N(C[C@H]2CCCN2C[C@H](Cc2ccccc2)N2C[C@H](Cc3ccccc3)N(CCc3ccccc3)C(=O)C2=O)C1=O	0	1	-3	6	-26	-7	3	-2	9	-1
Cc1ccc(C(=O)OCC(=O)N2CC(=O)Nc3ccccc32)s1	-2	3	-3	-5	0	11	0	8	2	1
CCOC(=O)c1cnn(-c2ncnc3c2oc2ccccc23)c1N	-3	-4	2	-8	3	1	-1	2	1	0
CCCCCC/C=C/c1ccc([C@H]2[C@H]3C=CC[C@@H](C)[C@@H]3C(=O)N2Cc2ccccc2)c(F)c1	-2	2	6	0	-5	2	0	0	3	3
CC(COc1cc(F)cc(C#N)c1)CN1CCC(C(O)(c2ccccc2)c2ccccc2)CC1 (stereo not given)	-1	3	6	-3	x	x	-8	-20	-2	-15
COC(=O)N(C)C[C@H]1OCc2cn(nn2)CCCC(=O)N([C@@H](C)CO)C[C@@H]1C	-1	0	7	4	x	-4	2	0	0	0
CC(C)CNS(=O)(=O)c1ccc(CCC(=O)NCc2ccncc2)cc1	2	3	-3	-2	2	-6	4	5	-2	1
COc1cccc(NC(=O)Nc2ccc3c(c2)nnn3C)c1	1	-1	0	-6	-12	-3	0	2	1	-1
CN(Cc1ccccc1F)C(=O)c1ccc2c(=O)n3c(nc2c1)CCC3	0	2	2	-4	-5	0	-1	1	-2	1
S=c1[nH]nc(-c2ccncc2)n1/N=C/c1cccc(Cl)c1	0	-6	7	5	x	3	2	11	1	4
CCOc1cc(CC(=O)N[C@@H](CC(C)C)c2ccccc2N2CCCCC2)ccc1C(=O)O	0	-4	-4	3	1	2	-2	5	47*	2

The list goes on, overlapping the part above by 3 compounds.
SMILES	UHRF1 binding	MBD2 DNA inh	ABHD4 inh	SIAE inh	HTRA1 inhibitor	TCR-CD3 inh	PRMT1 FP inh	GC-A act	rCAG RNA binder	NPR2 activator
CN(Cc1ccccc1F)C(=O)c1ccc2c(=O)n3c(nc2c1)CCC3	0	2	2	-4	-5	0	-1	1	-2	1
S=c1[nH]nc(-c2ccncc2)n1/N=C/c1cccc(Cl)c1	0	-6	7	5	x	3	2	11	1	4
CCOc1cc(CC(=O)N[C@@H](CC(C)C)c2ccccc2N2CCCCC2)ccc1C(=O)O	0	-4	-4	3	1	2	-2	5	47*	2
O=C(Cc1ccc([N+](=O)[O-])cc1)NCc1ccccn1	0	2	-5	-1	9	-4	3	1	1	-9
COc1cccc(CN2CCN(Cc3nc(-c4cccs4)oc3C)CC2CCO)c1 (stereo not given)	0	3	-1	-4	-4	-1	1	0	-5	-1
Cc1cccc(-n2c(=O)cc(N3CCN(c4ccc(F)cc4)CC3)[nH]c2=O)c1	-2	-1	1	4	1	4	3	-2	6	-2
Cc1ccc(NC(=O)CCCSc2ccccc2)cc1S(=O)(=O)N1CCOCC1	-1	-1	-19	-4	-14	2	-2	-4	-2	-5
COc1ccccc1NC(=O)c1ccccc1NC(=O)c1cccs1	4	-1	-16	-10	-33	-5	-4	-4	6	-2
COC(=O)c1cc(CN2CCN(c3ccccc3C)CC2)ccc1O	-1	-4	12	0	-7	4	1	-2	-6	7
O=C(O)c1ccccc1NS(=O)(=O)c1ccc(NNC(=S)Nc2ccc(OC(F)F)cc2)c([N+](=O)[O-])c1	-5	-1	72*	8	67*	2	23*	-9	101*	-1
CCC(=O)NC(=S)Nc1ccc(NC(=O)c2ccc(Br)o2)cc1	3	-3	-19	3	-10	-2	1	2	0	-4
CCCCCN(C(=O)COC(=O)c1ccc(Br)o1)c1c(N)n(CCCC)c(=O)[nH]c1=O	-1	1	3	5	-6	-6	-2	2	-6	1
CC1CN(CC(=O)NCc2ccc(F)cc2)CC(C)O1 (stereo not given)	-1	6	0	-1	-6	6	-3	5	3	-2
COc1ccc(-c2noc(C3CCCN(C(=O)Nc4ccccc4F)C3)n2)cc1 (stereo not given)	-2	-1	-2	-8	-16	-3	-1	-15	-10	-4
O=C(OC1CCOC1=O)c1cccc(S(=O)(=O)N2CCc3ccccc3C2)c1 (stereo not given)	-1	0	-5	3	0	-6	3	2	3	3

An excerpt of these results, as a markdown table.
| SMILES | UHRF1 binding | MBD2 DNA inh | ABHD4 inh | SIAE inh | HTRA1 inhibitor | TCR-CD3 inh | PRMT1 FP inh | GC-A act | rCAG RNA binder | NPR2 activator |
| --- | --- | --- | --- | --- | --- | --- | --- | --- | --- | --- |
| O=C(Nc1ccccc1)c1ccc(NCCc2ccccc2)c([N+](=O)[O-])c1 | 0 | -1 | -2 | 1 | -12 | 3 | -2 | -3 | 3 | 0 |
| O=C(c1cc(Br)ccc1Cl)N1CCN(c2ccccn2)CC1 | 1 | 7 | 0 | -5 | -4 | 3 | -5 | -2 | -4 | 3 |
| CCOc1ccc(NC(=O)C2CC(=O)N(c3ccccc3F)C2)cc1 (stereo not given) | 0 | 0 | 5 | 9 | 3 | 1 | -1 | 0 | 1 | -3 |
